KLF5 inhibitor: KLF5 expression inhibitors, primary screen, DLD-1 cells, luminescence. actives 0.23% (n = 290,000). DLD-1 KLF5 promoter-luciferase reporter. inhibition, % at 5 µM;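 active = inhibition above a per-plate limit of that plate's mean compound inhibition plus 3 SD, cut at about 60% in these data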;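 note: 0% = DMSO wells and 100% = LY294002 at 200 µM; higher means less KLF5 promoter-driven luciferase light; inactives centre near -14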
HSF-1 act: HSF-1 activators, primary screen, NIH3T3-HGL cells, MG132 stress, luminescence, single point; activation, % at 9 µM; AID 504408, 2011; actives 1.7% (n = 300,000); NIH3T3-HGL HSF-1 luciferase reporter, 8 h; 100% = twice DMSO control signal;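 active = mean replicate activation of at least 50% with a set share of replicates each reaching 50%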;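 note: 0% = median of the neutral control wells and 100% = twice that signal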
HSF1 inhib: HSF1 inhibitors in luciferase reporter cells, primary screen, cell-based, NIH3T3, luminescence | activity change, negative = inhibition, % at 7.5 µM (by protocol) | actives 0.77% (n = 300,000) | NIH3T3-HGL HSE-luciferase, MG132-induced, luminescence 8 h; hits give low values | AID 2098, 2009;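 active = more than half of replicate wells show activity change below -50%, luminescence cut by over half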;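 note: luciferase reports HSF-1 transcriptional activity via heat shock element; 0% = median of DMSO wells and -100% = zero luminescence signal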
Platelet DG rel: inhibitors of platelet dense granule secretion, primary screen, cell-based, MLPCN, human platelets; human platelet-rich plasma, SFLLRN dense granule ATP release, luminescence; inhibition, %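 (compounds screened at 7.5 µM in platelet-rich plasma)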; actives 0.22% (n = 300,000);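 active = mean replicate score, as percent of positive control, at or above 50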
IEC-6 tox: cytotoxicity in IEC-6 intestinal epithelial cells, primary screen, cytotoxicity control for KLF5 inhibitor project, cell-based, luminescence | IEC-6 cytotoxicity, luminescence viability | inhibition, % at 5 µM | actives 0.78% (n = 290,000); in the data active = inhibition above about 22%;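 note: 0% = plate median of test compound wells and 100% = cytotoxic reference compound wells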
HSP90 refold inh: HSP90 inhibitors, primary screen, cell lysate, luminescence. Heat shock protein HSP 90 (rabbit reticulocyte lysate; luciferase refolding). Rabbit reticulocyte lysate, luciferase refolding luminescence, 3 h. inhibition, % at 5.6 µM. actives 0.91% (n = 290,000). AID 1789, 2009;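 active = inhibition above the screen-wide mean plus 3 SD, computed separately per campaign, cut at about 16% in these data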;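 note: 0% = DMSO wells and 100% = 60 µM geldanamycin wells; inhibitors lower the luminescence because luciferase stays unfolded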
HIF act: HIF pathway transcriptional activators, primary screen, cell-based, U2OS HRE-luciferase, luminescence. U2OS HRE-luciferase reporter; normalized: DMSO 0%, desferrioxamine 100%. activation, % at 7.5 µM (by protocol). actives 0.32% (n = 300,000). AID 1910, 2009;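 active = mean activation of at least 10% of the iron chelator positive control signal, with at least half of replicates also reaching 10%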
HDAC3 inh: HDAC3 deacetylase inhibitors, primary screen, biochemical, fluorescence, cell-free homogeneous; inhibition, % at 8.3 µM; Histone deacetylase 3 (Homo sapiens), O15379; actives 0.15% (n = 320,000); AID 2718, 2010; recombinant HDAC3, fluorogenic peptide/trypsin coupled; in the data active = inhibition above about 26%, passing the limit was not always enough
Target sequence (O15379 whole entry, looked up): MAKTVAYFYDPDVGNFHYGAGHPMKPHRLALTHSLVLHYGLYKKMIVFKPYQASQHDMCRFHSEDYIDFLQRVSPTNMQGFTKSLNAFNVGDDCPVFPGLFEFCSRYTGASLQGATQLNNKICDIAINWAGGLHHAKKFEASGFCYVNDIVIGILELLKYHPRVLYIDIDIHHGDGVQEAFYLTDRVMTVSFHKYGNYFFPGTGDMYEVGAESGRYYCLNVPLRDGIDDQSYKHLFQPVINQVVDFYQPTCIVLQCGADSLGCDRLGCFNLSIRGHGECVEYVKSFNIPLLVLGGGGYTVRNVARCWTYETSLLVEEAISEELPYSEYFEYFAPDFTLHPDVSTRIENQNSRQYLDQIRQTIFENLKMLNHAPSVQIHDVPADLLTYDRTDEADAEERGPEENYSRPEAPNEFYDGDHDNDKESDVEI
aSyn 5UTR inh: MLPCN primary screen, SNCA 5' untranslated region | alpha-synuclein 5'UTR reporter, inhibitor activity | AID 1813, 2009 | inhibition, % (tested at 7.5 µM) | actives 0.82% (n = 300,000); in the data active = inhibition above about 60%;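 note: H4 neuroglioblastoma cells stably carrying SNCA 5'UTR luciferase fusion; 0% = DMSO wells and 100% = positive control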
AI-2 QS modul: Vibrio harveyi AI-2 quorum sensing modulators, primary screen, JMH597 strain, luminescence/OD600 ratio. Vibrio harveyi JMH597 AI-2 luminescence/OD600 ratio, 9 h; hits give low values; strain lacks LuxN and CqsS sensors; 0 = neutral-control median. activity change, % at 7.5 µM. actives 0.4% (n = 300,000). AID 2094, 2009; in the data active = activity change below about -75%, passing the limit was not always enough;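 note: luminescence divided by OD600 gain over 9 h not by final OD600 alone; inactives centre near 13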
* marks the source's active call; other numbers are inactive results; · = not tested or not shown.

SMILES | KLF5 inhibitor | HSF-1 act | HSF1 inhib | Platelet DG rel | IEC-6 tox | HSP90 refold inh | HIF act | HDAC3 inh | aSyn 5UTR inh | AI-2 QS modul
NC(=O)c1ccc(N2CCN(c3ncc(C(F)(F)F)cc3Cl)CC2)cc1 | -9 | 8 | 6 | -14 | 3 | 3 | 0.2 | -4 | 2 | 15
Cc1csc(=O)n1CC(=O)OCC(=O)Nc1ccc(F)c(F)c1 | · | 9 | 1 | -3 | · | · | 0.3 | -7 | 14 | 3
Cc1cc(NC(=O)CCN2C(=O)C3C4CCC(C4)C3C2=O)cc(C)c1Br (stereo unspecified) | 3 | -2 | 5 | 2 | -3 | 0 | -0.2 | 6 | 2 | -1
COc1cc2c(cc1OC)CN(C(C)C(=O)N1CCc3ccccc31)CC2 (stereo unspecified) | -21 | 2 | -8 | 2 | 1 | 3 | 1.4 | 3 | 3 | 4
O=C(Nc1nccs1)c1ccc(COc2ccccc2)o1 | -128 | 56* | 30 | -3 | 5 | 0 | 1.7 | 1 | -113 | -5
Cc1ccc(-c2noc(CSc3nnc(CCc4ccccc4)n3-c3ccccc3)n2)cc1 | -19 | 28 | 7 | 6 | 3 | 7 | 0.0 | 15 | 32 | ·
CC(/C=C/c1ccc2c(c1)OCO2)=N\NC(=O)c1ccccc1 | -45 | 31 | 1 | 0 | -4 | 4 | 0.6 | · | -57 | 2
CCC[C@@H](OS(N)(=O)=O)[C@@H](Cc1ccccc1)C(=O)OCC | -14 | 6 | 5 | -8 | -4 | -1 | -0.2 | 0 | -5 | 31
COc1ccc(OC)c(NC(=O)c2ccc(CSc3ncccn3)cc2)c1 | -40 | -12 | 1 | -3 | 1 | 0 | 0.0 | 5 | 19 | 12
Cc1nn(-c2ccccc2)c(Cl)c1/C=N/NC(=O)c1ccn[nH]1 | -49 | 44 | 22 | 2 | 5 | 17* | 1.0 | 1 | -22 | 24
COc1cc(CC(=O)NCCc2ccc(S(N)(=O)=O)cc2)cc(OC)c1OC | -44 | 10 | 3 | 0 | 3 | 2 | -0.7 | -2 | -12 | 9
COc1ccccc1Nc1nnc(SCC(=O)N2CC(=O)Nc3ccccc32)s1 | -10 | -16 | 2 | -6 | -3 | 3 | 1.4 | -1 | 0 | 20
CC(C)(C)S(=O)(=O)c1ccsc1C(=O)O | -11 | -5 | 6 | -7 | -4 | 0 | -0.4 | 1 | -35 | 17
CCC(c1nnc(SCC(=O)Nc2cccnc2Cl)n1-c1ccccc1)N(C)C (stereo unspecified) | -6 | 8 | -2 | 2 | 2 | 3 | 0.1 | 0 | -10 | 32
Cc1nn(C)c(C)c1S(=O)(=O)NC1CCCc2ccccc21 (stereo unspecified) | -27 | -9 | -7 | 6 | 0 | 1 | 0.0 | 3 | 31 | 31
CC(C)(C)N=Cc1c(O)ccc2oc3c(c12)CCCC3 | -21 | 4 | 2 | -7 | -4 | 0 | -15 | 1 | 12 | 28
Fc1ccc(CN2CCN(C(=S)NCCc3ccccc3)CC2)c(Cl)c1 | -20 | 0 | -3 | -7 | 0 | -4 | -1.4 | 3 | -10 | 12
CN1OC(COC(=O)c2ccc(Cl)cc2Cl)CC1c1ccccc1 (stereo unspecified) | -9 | 10 | 3 | 5 | 4 | 0 | -0.1 | 2 | -5 | 14
Cc1ccc(C(=O)N2CC=C(c3ccccc3)CC2)o1 | · | 6 | 3 | 2 | · | · | 2.0 | 3 | -1 | 26
O=C(Nc1c2c(nn1-c1ccccc1)CSC2)c1ccc(N2C(=O)CCC2=O)cc1 | 0 | · | · | 4 | 4 | 2 | 0.2 | 7 | 23 | 26
CCOC(=O)c1cc(-c2ccc(OC(F)F)cc2)nc2c1c(=O)[nH]c(=O)n2C | -18 | -3 | -1 | 12 | -1 | -2 | -0.1 | -9 | 15 | 20
Cc1cccc(Cc2nnc(NC(=O)c3cccc(S(=O)(=O)N4CCOCC4)c3)s2)c1 | 1 | 8 | -4 | 15 | -5 | -1 | 0.4 | -6 | 10 | 14
CC1(C)CC(NC(=O)C23CCC(C)(C(=O)C2=O)C3(C)C)CC(C)(C)N1 (stereo unspecified) | -11 | 1 | -2 | 1 | -6 | -1 | -0.7 | -3 | -27 | 5
CC(C)C(C)NC(=O)COC(=O)c1cc(S(=O)(=O)N(C)C)ccc1N1CCCC1 (stereo unspecified) | 6 | -12 | 3 | 6 | 2 | 1 | -1.2 | -4 | 2 | 16
CC(C)C(=O)Nc1cccc(NC(=O)c2cccnc2)c1 | -28 | -1 | -1 | -4 | 8 | 2 | -0.1 | 0 | -3 | 17
COC(CNC(=O)C1CCN(S(=O)(=O)c2cccc3nsnc23)CC1)OC | -6 | -4 | -6 | -3 | 2 | -1 | -0.1 | 0 | -3 | 25
CN(CC1CCCN(CCc2ccc(Cl)cc2)C1)C(=O)CC(F)(F)F (stereo unspecified) | -21 | 2 | 0 | 2 | -4 | -1 | -1.2 | -1 | -4 | 21
CC(/C=C/C1(O)C(C)CC(O)CC1(C)C)OC1OC(CO)C(O)C(O)C1O (stereo unspecified) | · | -1 | -1 | -4 | · | · | 0.0 | 8 | 0 | 8
COc1ccc(N2CCN(S(=O)(=O)CCNC(=O)COc3cccc(OC)c3)CC2)cc1 | -15 | 7 | -6 | -24 | -2 | -3 | 0.7 | 0 | -4 | 17
COC(=O)NCc1ccc(Cl)c(Cl)c1 | -25 | 6 | 0 | 11 | -1 | 3 | 1.5 | -15 | 11 | -9
COc1ccc(CN2CCCC(N3CCc4ccccc4C3)C2)c(O)c1 (stereo unspecified) | -8 | -23 | -8 | -10 | -1 | -1 | -37 | 6 | -7 | 50
Brc1ccc(-c2cnco2)cc1 | -26 | -3 | 1 | 1 | 6 | 1 | 0.2 | 8 | -13 | 8
COn1c(-c2ccccc2)c(C=O)c2ccccc21 | -27 | 4 | 10 | 25 | -1 | -6 | 3.1 | 6 | 15 | 25
O=C(NCc1ccccc1Cl)c1cnccn1 | -5 | 4 | -2 | -2 | -3 | -3 | 0.2 | -7 | -6 | 5
Cc1ccc(C)c(NC(=O)C(=O)NCc2ccccn2)c1 | -13 | -13 | 2 | -4 | 0 | 5 | 0.1 | -3 | 18 | 23
CC1CCN(CCCNC(=O)c2ccc(CS(=O)(=O)Cc3ccccc3F)o2)CC1 | 0 | -1 | -5 | -34 | 6 | 4 | -0.1 | · | 6 | 10
Cc1cnc(N)c2c(=O)oc3ccccc3c12 | 17 | -9 | 2 | 15 | 6 | 2 | 0.6 | -5 | -40 | 18
CC(Oc1ccc2c(-c3ccccc3)cc(=O)oc2c1)C(=O)NC(Cc1c[nH]c2ccc(O)cc12)C(=O)O (stereo unspecified) | -1 | -8 | 1 | 0 | -8 | -3 | -0.1 | 7 | 4 | 24
COc1ccc(-n2cccc2/C=C2\C(=N)N3N=C(c4ccco4)SC3=NC2=O)cc1 | -28 | 0 | 8 | -12 | -8 | 1 | -0.2 | 1 | 16 | 17
Cc1ccc(NC(=O)Cn2nc(C)c3ccccc3c2=O)cc1F | -19 | 4 | 2 | 1 | -5 | 5 | 0.8 | 2 | 3 | -93*

Rewritten tab-delimited: part of the list above.
structure	KLF5 inhibitor	HSF-1 act	HSF1 inhib	Platelet DG rel	IEC-6 tox	HSP90 refold inh	HIF act	HDAC3 inh	aSyn 5UTR inh	AI-2 QS modul
COC(=O)NCc1ccc(Cl)c(Cl)c1	-25	6	0	11	-1	3	1.5	-15	11	-9
COc1ccc(CN2CCCC(N3CCc4ccccc4C3)C2)c(O)c1 (stereo unspecified)	-8	-23	-8	-10	-1	-1	-37	6	-7	50
Brc1ccc(-c2cnco2)cc1	-26	-3	1	1	6	1	0.2	8	-13	8
COn1c(-c2ccccc2)c(C=O)c2ccccc21	-27	4	10	25	-1	-6	3.1	6	15	25
O=C(NCc1ccccc1Cl)c1cnccn1	-5	4	-2	-2	-3	-3	0.2	-7	-6	5
Cc1ccc(C)c(NC(=O)C(=O)NCc2ccccn2)c1	-13	-13	2	-4	0	5	0.1	-3	18	23
CC1CCN(CCCNC(=O)c2ccc(CS(=O)(=O)Cc3ccccc3F)o2)CC1	0	-1	-5	-34	6	4	-0.1	·	6	10
Cc1cnc(N)c2c(=O)oc3ccccc3c12	17	-9	2	15	6	2	0.6	-5	-40	18
CC(Oc1ccc2c(-c3ccccc3)cc(=O)oc2c1)C(=O)NC(Cc1c[nH]c2ccc(O)cc12)C(=O)O (stereo unspecified)	-1	-8	1	0	-8	-3	-0.1	7	4	24
COc1ccc(-n2cccc2/C=C2\C(=N)N3N=C(c4ccco4)SC3=NC2=O)cc1	-28	0	8	-12	-8	1	-0.2	1	16	17
Cc1ccc(NC(=O)Cn2nc(C)c3ccccc3c2=O)cc1F	-19	4	2	1	-5	5	0.8	2	3	-93*

Next section
SMILES | KLF5 inhibitor | HSF-1 act | HSF1 inhib | Platelet DG rel | IEC-6 tox | HSP90 refold inh | HIF act | HDAC3 inh | aSyn 5UTR inh | AI-2 QS modul
CCOC(=O)C1CCN(S(=O)(=O)c2cc(Cl)c(C)cc2OC)CC1 | -9 | 1 | 9 | 6 | 2 | -1 | -0.2 | 1 | -1 | 11
COc1cc(CCC(=O)OCC(=O)Nc2ccc(F)c(F)c2)cc(OC)c1OC | 3 | 1 | -4 | -22 | -4 | -4 | -5.2 | -5 | -5 | 13
CCOc1ccccc1CN1CCNC(=O)C1CC(=O)NCc1cc(C)n(C)n1 (stereo unspecified) | -19 | 6 | -4 | 10 | -4 | 3 | 0.3 | -1 | 5 | -2
COc1nc(-c2ccc3c(c2)OCO3)n(-c2ccc(NC(=O)CSc3ccccc3)cc2)n1 | · | -5 | 5 | 0 | · | · | -0.3 | 7 | -1 | 22
COC(=O)c1sccc1N/C=C(\C#N)S(=O)(=O)C(C)(C)C | -6 | 2 | -8 | -6 | -1 | 2 | -0.6 | 1 | 12 | 16
CN=C(NC)SC1CC(=O)N(c2ccccc2)C1=O (stereo unspecified) | -43 | 6 | 8 | -1 | -7 | 2 | -0.6 | 8 | 3 | 15
COc1ccc(NC(=S)N/N=C/c2cccn2Cc2ccc(F)cc2)cc1 | -2 | -1 | -1 | 4 | -1 | -2 | 0.2 | 3 | -5 | 26
CCOC(=O)c1ccccc1NC(=O)c1ccc(NS(C)(=O)=O)cc1 | -20 | 7 | -5 | -4 | -1 | 4 | 0.3 | -2 | 4 | 30

Bioassay records as filed in PubChem BioAssay.
